Assay outcomes from PubChem.
Tb PYK inh = T. brucei pyruvate kinase inhibition; Q57TT1; TbPYK enzyme, Kinase-Glo Plus ATP luminescence, 45 min; Potency, µM (doses to about 76.8 µM), inactives show at the highest dose activity, negative = inhibition, usual class: inhibitors; 0.12% of 410,000 active; AID 624173; further: potency means the concentration at half of the fitted maximal effect; on the % scale 0 is the no-effect control and ±100 the full control effect; nearly all actives have a fitted effect of over 50% in size
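Enzyme and substrate buffer are dispensed first and compound is pin-transferred. ADP at 130 uM final then starts the reaction, which runs 45 min at room temperature. Detection reagent is added for 10 min before luminescence is imaged.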
Shiga inhibitor = Shiga toxin inhibition. Vero cells, Shiga toxin protein synthesis inhibition reporter. inhibition, % at 38.7 µM. 9.2% of 290,000 active; in the data active means inhibition mostly above about 28%, no sharp cut-off; inactive means mostly below about 43%; further: 0% is about no effect
Pf growth 48h = P. falciparum growth inhibition at 48 hours (one generation); P. falciparum luciferase growth in erythrocytes, 48 h; Potency, µM (doses to about 28.7 µM), inactives show at the highest dose activity change, negative = inhibition, hits mostly inhibitors; 5.9% of 310,000 active; AID 504832; further: potency means the concentration at half of the fitted maximal effect; on the % scale 0 is the no-effect control and ±100 the full control effect
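First compound was added to culture medium, then infected red cells at 0.1% parasitemia and 2% hematocrit (final). After incubation at 37 C under 5% CO2, luciferase detection reagent was dispensed and light output recorded.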
AMA1 RON2 block = disrupts binding of P. falciparum AMA1 to RON2 | AlphaScreen AMA1-biotinylated RON2 peptide binding | Potency, µM (highest dose often 58.2 µM), without a hit: at the top dose activity change, negative = inhibition, most hits filed as inhibitors | 0.2% of 360,000 active | AID 720542;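 further: potency means the concentration at half of the fitted maximal effect; 0% = vehicle wells and -100% = peptide control; nearly all actives have a fitted effect of over 45% in size; some results filed as inactive show a strong effect at the top dose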
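AMA1 (3D7) with his tag at 25 nM final met compounds first, then biotinylated RON2 peptide at 25 nM; detection used donor plus acceptor beads, 10 µg/mL apiece, read by AlphaScreen after 30 min at room temperature.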
LmPK inhibitor = blocks Leishmania mexicana pyruvate kinase activity. Q27686. purified LmPK, Kinase-Glo ATP luminescence, 1 h. Potency, µM (doses to about 57.5 µM), inactives show at the highest dose activity change, negative = inhibition, most hits filed as inhibitors. 0.37% of 290,000 active; further: potency means the concentration at half of the fitted maximal effect; on the % scale 0 is the no-effect control and ±100 the full control effect
Target sequence (Q27686 whole entry, looked up): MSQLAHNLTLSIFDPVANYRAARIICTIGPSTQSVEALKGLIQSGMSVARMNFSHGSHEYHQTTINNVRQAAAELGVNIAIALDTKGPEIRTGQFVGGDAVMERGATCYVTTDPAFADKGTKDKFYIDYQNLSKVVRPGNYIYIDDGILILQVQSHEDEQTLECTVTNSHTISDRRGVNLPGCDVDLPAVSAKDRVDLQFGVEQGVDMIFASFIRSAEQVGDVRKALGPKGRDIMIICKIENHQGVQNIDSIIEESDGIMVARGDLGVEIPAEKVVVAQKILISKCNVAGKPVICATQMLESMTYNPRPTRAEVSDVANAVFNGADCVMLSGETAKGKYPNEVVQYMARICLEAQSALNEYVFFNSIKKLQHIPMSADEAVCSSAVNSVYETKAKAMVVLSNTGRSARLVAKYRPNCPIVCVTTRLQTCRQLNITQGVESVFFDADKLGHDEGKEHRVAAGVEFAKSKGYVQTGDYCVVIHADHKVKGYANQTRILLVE
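Kinase-Glo luminescence read after 1 h RT reaction of 0.1 nM LmPK with 0.5 mM PEP and 0.1 mM ADP. Activity scaled between uninhibited and enzyme-free controls.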
Cycloheximide cs = affects cycloheximide protein synthesis inhibition readout, counter-screen; cell reporter, cycloheximide protein synthesis inhibition counterscreen; max response, %; 12% of 300,000 active; AID 2314; in the data active means max response mostly above about 13%, no sharp cut-off; inactive means mostly below about 14%; further: read at 38.3 µM for the half of the compounds with a filed dose; 0% is about no effect
Pf growth 96h = inhibits malaria parasite growth, 96 h. P. falciparum luciferase reporter growth, 96 h. Potency, µM (series often up to 28.7 µM), inactives show at the highest dose activity change, negative = inhibition, usual class: inhibitors. 6.9% of 320,000 active; further: potency means the concentration at half of the fitted maximal effect; on the % scale 0 is the no-effect control and ±100 the full control effect
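Two-generation exposure (96 h) targets delayed-death phenotype. Reporter parasites carrying integrated firefly luciferase, in red cells at 2% hematocrit and 0.05% parasitemia final, kept at 37 C, 5% CO2; luminescence loss indicates inhibition.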
Starred values were filed as active, the others as inactive; i = inactive; ? = inconclusive; · = no result given; + = active, no number; [ ] = dose if it differs, or a comment. Unless noted, the call rests on the fitted dose curve; in most records, active means well fitted curve in the direction sought with a large enough effect; inconclusive means small, poorly fitted or top-dose-only effect, or another doubt; inactive means no such curve, though single readings can be large; an effect the other way counts as inactive or inconclusive. Not a hit list (roughly 21% active in at least one column).

SMILES	Tb PYK inh	Shiga inhibitor	Pf growth 48h	AMA1 RON2 block	LmPK inhibitor	Cycloheximide cs	Pf growth 96h
CCCCN(C(=O)CSc1cc(C)c2ccc(OC)cc2n1)c1c(N)n(Cc2ccccc2)c(=O)[nH]c1=O	0.8%	-17.9	-16.3%	82.7%[activator]	-0.9%	-2.2	11.7µM*
Cc1ccc2c(C(=O)CN3CCCC3)c(C)[nH]c2c1	-2.4%	-4.2	?	-2.0%	-1.0%	-8.9	?
CCC(=O)N1CCN(c2ccccc2NC(=O)c2ccc([N+](=O)[O-])o2)CC1	-2.4%	54.8*	?	-16.9%	-1.4%	6.7	61.6%[activator]
CCN(CC)C(=O)Cn1cc(C(=O)C(=O)N2CCN(c3ccc(OC)cc3)CC2)c2ccccc21	-0.7%	-7.5	-9.4%	4.0%	-8.7%	-10.4	57.2%[activator]
Cc1ccc(CNc2nc3ccc(C)cc3n3cnnc23)cc1	-2.8%	-2.3	·	-3.5%	6.1%	0.3	31.5%[activator]
Cc1ccc(S(=O)(=O)Nc2nc(C)c(C(=O)NNS(=O)(=O)c3cc(C)ccc3C)s2)cc1	-20.0%	-2.7	-19.0%	12.4%	13.6%	1.4	-5.5%
Cc1c(C(=O)NC(=S)NCc2cccnc2)cccc1[N+](=O)[O-]	4.8%	-2.3	-0.7%	59.4%[activator]	-2.5%	-1.8	18.2%
CC(=O)Nc1ccc(S(=O)(=O)N2CCN(S(=O)(=O)c3ccc(NC(C)=O)cc3)CC2)cc1	3.0%	-3.7	5.3%	-2.3%	-9.4%	-2.9	60.7%[activator]
Cc1ccc(C(C)C)c2c1C(c1ccc3c(c1)OCO3)CC(=O)O2 (centres undefined)	0.2%	i	·	-5.8%	·	5.5	·
Cc1cc(C)n2nc(SCC(=O)N(CCC#N)c3ccc(F)cc3)nc2n1	3.6%	·	26.8%	4.5%	·	·	-2.4%
Cc1cc(C)c(O)c(-c2cc(C(=O)Nc3c(C)n(C)n(-c4ccccc4)c3=O)[nH]n2)c1	0.1%	11.0	6.1%	114.1%[activator]	-2.4%	-1.7	-15.9%
COc1cccc(CN(C)CC(O)COc2cc(Cl)ccc2Cl)c1 (centres undefined)	16.2%	-1.9	10.4µM*	0.9%	-7.9%	0.9	?
Cc1ccc(NC(=O)CCC(=O)c2ccc(Cl)s2)nc1	0.0%	·	22.0%	-9.3%	·	·	21.4%
O=C(N/N=C/c1cccnc1)c1cc(-c2ccccc2Cl)nc2ccccc12	7.6%	-16.8	-5.0%	21.8%	-5.1%	-1.6	?
Cc1cc(C)nc(SCSc2nc(C)cc(C)n2)n1	2.1%	36.6	?	-15.5%	1.6%	10.8	-0.3%
CCCCCn1c(=O)c(-c2nc3ccccc3[nH]2)c(O)c2ccccc21	-0.1%	4.3	?	87.1%[activator]	-1.5%	-1.6	23.2%
CC(C)Cc1nnc(NC(=O)CN2C(=O)NC3(CCCC3)C2=O)s1	-1.3%	·	2.4%	-19.6%	·	·	13.5%
Cc1ccc(-c2c[n+](CC(=O)Nc3c(C)cccc3C)c3n2CCC3)cc1	-1.1%	6.0	?	7.5%	1.6%	-1.3	14.7µM*
CCN(CC)C(=O)c1[nH]cnc1C(=O)NCC(=O)OC(C)(C)C	0.7%	-5.4	50.5%[activator]	0.0%	-4.7%	-1.3	?
O=C(O)C1CCCCC1C(=O)NCCCCc1ccccc1 (centres undefined)	-1.4%	9.7	26.8%	1.1%	0.2%	-1.3	·
CC(C)(C)NC(=O)CSc1nnc(C2CC2)n1-c1ccccc1	-10.4%	6.4	8.2%	-8.2%	5.3%	1.6	1.9%
COC(=O)c1ccccc1Sc1c(/C=N/OCc2ccc(Cl)cc2)c(C(F)(F)F)nn1C	0.0%	-4.3	1.85µM*	5.1%	5.2%	3.4	·
CCc1c(C)nc(N2CCOCC2)[nH]c1=O	-3.2%	9.9	-6.5%	-10.6%	2.0%	6.0	-9.3%
COc1ccccc1N(C(=O)c1ccco1)C(C(=O)NC1CCCC1)c1ccncc1 (centres undefined)	-4.1%	-3.0	?	10.0%	-1.5%	-3.9	-2.3%
O=c1c2cc(NC(=S)NC3CC3)ccc2nc2n1CCCCC2	5.6%	18.0	0.3%	-2.5%	-8.5%	12.3	-2.6%
Cc1ccc(-c2ccc(C#N)c(=O)n2CC(=O)N(C)C)cc1	5.9%	-7.4	-25.3%	-3.2%	4.0%	-1.6	0.0%
O=C(Nc1ccccc1)N1CCN(CCc2ccccc2)CC1	-0.8%	-3.4	-25.3%	-9.0%	0.8%	-0.7	0.0%
O=C(Nc1ccc(-c2nnco2)cc1)c1ccccc1	-2.1%	68.5*	41.6%[activator]	55.9%[activator]	-1.7%	13.5*	17.5%
O=C(CC(=O)Nc1cc(Cl)ccc1Cl)Nc1cc(Cl)ccc1Cl	6.3%	-2.9	·	0.0%	0.4%	1.4	?
O=C(CCN1C(=O)COc2ccccc21)NCCCN1CCCC1	4.1%	-4.4	-0.7%	0.0%	6.2%	-4.8	0.0%
Cc1c(CC(=O)NCCCC(=O)O)c(=O)oc2cc3c(cc12)CCC(C)(C)O3	-11.3%	-2.4	2.62µM*	-5.2%	-5.9%	-2.2	?
CC(=O)Nc1ccc(N=Cc2c(O)c(C(=O)Nc3ccccc3)cc3ccccc23)cc1	1.5%	104.3*	?	-2.0%	1.3%	25.6	11.5%
C[C@H](NC(=O)c1nc[nH]c1C(=O)N[C@H](C)c1ccccc1)C(=O)OCc1ccccc1	-3.7%	-5.7	49.9%[activator]	112.0%[activator]	-1.4%	-2.0	116.2%[activator]
Cn1c(=O)cc(SCC(=O)NCCN2CCN(c3ccccc3F)CC2)c2cc(Cl)ccc21	-8.7%	-13.4	-31.6%	-3.3%	-7.2%	1.6	·
O=C(CCc1nnc(Cc2c[nH]c3ccccc23)o1)NC1CCCC1	-14.3%	-0.6	6.0%	-3.9%	0.7%	-0.4	49.5%[activator]
COc1ccc(OCc2nn3c(Cn4cnc5ccccc54)nnc3s2)cc1	-19.2%	-18.7	?	19.6%	1.9%	-5.8	32.3%
COc1cccc(CN2CCN(Cc3ccc4c(c3)OCCO4)CC2CCO)c1 (centres undefined)	2.1%	-3.7	7.5%	5.0%	-6.8%	-1.9	-6.3%
Clc1nn2cnnc2c2ccccc12	-1.6%	-9.6	-1.9%	-2.4%	-9.3%	0.9	31.3%[activator]
CCN1C[C@]2(COC)[C@H](O)C[C@H](OC)[C@]34C1C([C@H](OC)[C@H]23)[C@]1(OC(C)=O)C2[C@@H](OC(=O)c3ccccc3)C(O)(C[C@H]24)[C@@H](OC)[C@@H]1O	3.1%	·	-25.4%	·	·	·	?
COCCn1c(SCC(=O)NCc2ccc3c(c2)OCO3)nc2ccccc2c1=O	-3.4%	-24.0	-11.2%	0.0%	-17.4%	-8.3	4.2%

2 records drawn at random from the list so far:
SMILES	Tb PYK inh	Shiga inhibitor	Pf growth 48h	AMA1 RON2 block	LmPK inhibitor	Cycloheximide cs	Pf growth 96h
COc1ccccc1N(C(=O)c1ccco1)C(C(=O)NC1CCCC1)c1ccncc1 (centres undefined)	-4.1%	-3.0	?	10.0%	-1.5%	-3.9	-2.3%
COC(=O)c1ccccc1Sc1c(/C=N/OCc2ccc(Cl)cc2)c(C(F)(F)F)nn1C	0.0%	-4.3	1.85µM*	5.1%	5.2%	3.4	·

(further entries)
SMILES	Tb PYK inh	Shiga inhibitor	Pf growth 48h	AMA1 RON2 block	LmPK inhibitor	Cycloheximide cs	Pf growth 96h
c1cc(-c2cnn3cc(-c4ccc(OCCN5CCCCC5)cc4)cnc23)ccn1	3.3%	27.3*	·	·	·	39.7*	·
CC(NC(=S)Nc1ccc(Cl)cc1)C(c1ccccc1)N1CCOCC1 (centres undefined)	-1.6%	-10.3	?	8.2%	3.2%	-1.6	10.4µM*
Cc1c(C(=O)N2CCCC2)sc(NC(=O)c2cccs2)c1C#N	1.1%	-13.1	-12.5%	-5.4%	7.6%	-0.2	?
N=c1c(C(=O)NCc2ccco2)cc2c(=O)n3ccccc3nc2n1C1CCCC1	4.9%	1.8	-17.7%	1.8%	-1.7%	6.5	?
CCn1nc(NC(=O)C(C)C)c2cc3cccc(C)c3nc21	12.2%	23.5	-44.4%	41.9%[activator]	-8.9%	-0.3	?
CCN(CC(=O)NCc1ccncc1)S(=O)(=O)c1cc(Cl)ccc1Cl	5.0%	-7.2	-28.2%	-13.8%	-2.8%	-6.0	54.5%[activator]
O=C(CSc1nnc(-c2ccc(Cl)cc2Cl)n1C1CCCCC1)NC1CCS(=O)(=O)C1 (centres undefined)	2.6%	-15.0	-3.0%	-4.3%	-3.9%	-3.5	-25.3%
CCOc1ccc(-n2c(O)c(/C=N/Nc3nc(C)cc(C)n3)c3ccccc3c2=O)cc1	2.6%	-4.5	4.15µM*	62.3%[activator]	-7.5%	4.7	?
CCc1nnc2n1N=C(c1ccc(Cl)cc1Cl)CS2	-1.3%	-5.0	10.3%	1.6%	4.0%	-3.5	-5.9%
CCn1c(CNc2ccc(F)cc2)nnc1SCCN1CCCCC1	-1.4%	0.3	-1.5%	-6.7%	-6.2%	-1.8	?
CCOc1ccc(NC(=O)CCC(=O)NNC(=O)c2ccco2)cc1	-4.3%	1.5	6.7%	-1.0%	-1.7%	-0.9	0.9%
O=C(NCCCn1ccnc1)c1cc2ccccc2oc1=O	8.7%	-3.2	14.0%	-2.0%[11.6 µM]	-3.2%	13.4*	37.7%[activator]
OCCc1c[nH]c2cc(F)ccc12	1.2%	-0.6	-37.9%	-0.3%	3.8%	-1.8	25.5%
CCOC(=O)C(C)Oc1ccc(C2NC(=O)NC(C)=C2C(C)=O)cc1Br (centres undefined)	-1.3%	-4.1	0.8%	-4.8%	1.4%	-2.7	·
C=C1CC2C(=O)N(Cc3ccccc3)C(C(=O)OCC)(C(=O)OCC)C1N2C(=O)OC(C)(C)C (centres undefined)	-1.1%	-3.6	·	17.6%	·	3.1	·
COC(=O)c1cnc(SCc2ccc([N+](=O)[O-])cc2)n1C	-3.7%	5.6	14.8%	-10.3%	0.8%	1.6	35.8%[activator]
CCCc1nnc(-c2ccc(OC)cc2)o1	0.6%	+	37.6%[activator]	6.9%	-0.7%	34.2*	102.3%[activator]
Cc1nc(N2C(=O)C(=O)/C(=C(/O)c3ccccc3)C2c2ccco2)sc1C (centres undefined)	3.4%	-10.4	?	-7.7%	0.0%	-2.7	?
C=CCn1cc(CN2CCC(C(=O)Nc3cccc(-c4cccc(Cl)c4)c3)CC2)c(C)n1	-9.8%	-9.1	?	-7.0%	-0.1%	-12.9	-30.1%
CCOC(=O)N1CCN(C(=O)CCn2nc(-c3ccccc3)ccc2=O)CC1	-7.9%	8.9	33.6%[activator]	3.9%	-0.3%	-1.3	-3.6%

For reference, part of the list above:
SMILES	Tb PYK inh	Shiga inhibitor	Pf growth 48h	AMA1 RON2 block	LmPK inhibitor	Cycloheximide cs	Pf growth 96h
c1cc(-c2cnn3cc(-c4ccc(OCCN5CCCCC5)cc4)cnc23)ccn1	3.3%	27.3*	·	·	·	39.7*	·
CC(NC(=S)Nc1ccc(Cl)cc1)C(c1ccccc1)N1CCOCC1 (centres undefined)	-1.6%	-10.3	?	8.2%	3.2%	-1.6	10.4µM*
Cc1c(C(=O)N2CCCC2)sc(NC(=O)c2cccs2)c1C#N	1.1%	-13.1	-12.5%	-5.4%	7.6%	-0.2	?
